# Bioassay records (PubChem BioAssay)
# Autofluor 339 – intrinsic fluorescence of library compounds, ex339/em460 – biochemical, MLSMR library, data from DPM-DC assay, artefact control, profiling panel; fluorescence fold increase at 10 µM; AID 709, 2007; 65,000 tested, 5.5% active; compound autofluorescence, ex339/em460 nm, NADH buffer; stronger effect = higher value; 1 = no-compound wells, NADH background;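 active means at 10 µM, mean starting fluorescence two-fold or more over control wells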;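 further: signal is the first read of a kinetic run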
# JNK3 inh – JNK3 kinase activity inhibitors, primary screen, biochemical, human, purified enzyme | inhibition, % at 8 µM | HTS | 60,000 tested, 0.61% active; in the data active means inhibition above about 17%;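 further: 0% = DMSO and 100% = reference inhibitor; many of its hits are not listed in these tables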
# PKA kinase inh – inhibitors of human PKA kinase activity, primary screen, biochemical, ATP-depletion luminescence, Kemptide substrate; cAMP-dependent protein kinase catalytic subunit alpha (Homo sapiens), P17612; inhibition, % at 6 µM; PKA Kemptide phosphorylation, Kinase-Glo ATP luminescence; 65,000 tested, 0.1% active;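 active means inhibition above the screen-wide mean inhibition plus 3 SD, cut at about 21% in these data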; further: many of its hits are not listed in these tables
# MMP-13 inhibitor – human MMP13 inhibitors, primary screen, biochemical, FRET peptide cleavage. MMP-13 fTHP FRET cleavage, Mca fluorescence. inhibition, % at 4 µM. 65,000 tested, 0.07% active. AID 570, 2006;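 active means inhibition above the mean of compound-free control plate wells plus 3 SD, cut at about 14% in these data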;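 further: 0% = DMSO wells and 100% = wells with reference MMP-13 inhibitor after basal subtraction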
# A340 absorber – compound light absorbance at 340 nm, profiling panel, artefact control, biochemical, MLSMR library, data from PS, PMK, MK assays; fold change at 10 µM; 65,000 tested, under 10 active; compound absorbance at 340 nm, fold over control; AID 708, 2007;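 active means at 10 µM dose, initial 340 nm absorbance at least 2 fold that of control wells; inactive means change under 2 fold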;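 further: initial absorbance extrapolated from kinetic A340 decline of NADH oxidation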
# HEK293 NFkB inh – inhibitors of PMA/ionomycin-induced NF-kB reporter, primary screen, antigen receptor NF-kB inhibitor project, cell-based, HEK-293 luciferase reporter, luminescence. HEK-293 NF-kB luciferase reporter. inhibition, % at 3 µM. 62,000 tested, 0.21% active;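 active means inhibition above the mean of all tested compounds plus 3 SD, cut at about 40% in these data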;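 further: 0% = stimulated DMSO wells and 100% = 10 µM reference inhibitor 5653914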
#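 System – HEK-293 cells with stable firefly luciferase reporter driven by four HIV NF-kB elements · Doses – one dose, 3 µM · Schedule – 1 h compound pre-incubation, 16 h PMA/ionomycin at 37 °C · Technique – luminescence from luciferase substrate reagent · Measure – percent inhibition normalized per plate to DMSO and reference-inhibitor controls · Replicates – tested once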
# tolC growth inh – growth inhibitors of E. coli tolC mutant, primary screen, strain BW25113 ΔtolC::kan, 384-well; OD615; 65,000 tested, 2.2% active; growth inhibition, % at 10 µM (by protocol); AID 573, 2007;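 active means growth inhibition at or above a cutoff equal to the mean over every tested compound plus 3 SD, cut at about 60% in these data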;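 further: growth measured after 20 h incubation at 37 °C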
#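 Test system: tolC-deleted E. coli BW25113; medium: LB with kanamycin 50 µg/mL; compound: single-point testing at 10 µM; incubation: 20 h compound exposure of bacteria at 37 °C; signal: OD at 615 nm; evaluation: growth inhibition in percent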
# ROCK2 blocker – inhibitors of human ROCK2 kinase, primary screen, biochemical, high-throughput, luminescence. AID 604, 2007. Rho-associated protein kinase 2 (Homo sapiens), O75116. inhibition, % at 6 µM. 60,000 tested, 0.35% active. purified ROCK2, Kinase-Glo ATP depletion luminescence;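 active means inhibition above the screen-wide mean inhibition plus 3 SD, cut at about 18% in these data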;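 further: plate controls were DMSO wells for no effect and Y-27632 control wells after no-enzyme background subtraction for full effect; many of its hits are not listed in these tables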
# Target sequence (O75116 whole entry, looked up): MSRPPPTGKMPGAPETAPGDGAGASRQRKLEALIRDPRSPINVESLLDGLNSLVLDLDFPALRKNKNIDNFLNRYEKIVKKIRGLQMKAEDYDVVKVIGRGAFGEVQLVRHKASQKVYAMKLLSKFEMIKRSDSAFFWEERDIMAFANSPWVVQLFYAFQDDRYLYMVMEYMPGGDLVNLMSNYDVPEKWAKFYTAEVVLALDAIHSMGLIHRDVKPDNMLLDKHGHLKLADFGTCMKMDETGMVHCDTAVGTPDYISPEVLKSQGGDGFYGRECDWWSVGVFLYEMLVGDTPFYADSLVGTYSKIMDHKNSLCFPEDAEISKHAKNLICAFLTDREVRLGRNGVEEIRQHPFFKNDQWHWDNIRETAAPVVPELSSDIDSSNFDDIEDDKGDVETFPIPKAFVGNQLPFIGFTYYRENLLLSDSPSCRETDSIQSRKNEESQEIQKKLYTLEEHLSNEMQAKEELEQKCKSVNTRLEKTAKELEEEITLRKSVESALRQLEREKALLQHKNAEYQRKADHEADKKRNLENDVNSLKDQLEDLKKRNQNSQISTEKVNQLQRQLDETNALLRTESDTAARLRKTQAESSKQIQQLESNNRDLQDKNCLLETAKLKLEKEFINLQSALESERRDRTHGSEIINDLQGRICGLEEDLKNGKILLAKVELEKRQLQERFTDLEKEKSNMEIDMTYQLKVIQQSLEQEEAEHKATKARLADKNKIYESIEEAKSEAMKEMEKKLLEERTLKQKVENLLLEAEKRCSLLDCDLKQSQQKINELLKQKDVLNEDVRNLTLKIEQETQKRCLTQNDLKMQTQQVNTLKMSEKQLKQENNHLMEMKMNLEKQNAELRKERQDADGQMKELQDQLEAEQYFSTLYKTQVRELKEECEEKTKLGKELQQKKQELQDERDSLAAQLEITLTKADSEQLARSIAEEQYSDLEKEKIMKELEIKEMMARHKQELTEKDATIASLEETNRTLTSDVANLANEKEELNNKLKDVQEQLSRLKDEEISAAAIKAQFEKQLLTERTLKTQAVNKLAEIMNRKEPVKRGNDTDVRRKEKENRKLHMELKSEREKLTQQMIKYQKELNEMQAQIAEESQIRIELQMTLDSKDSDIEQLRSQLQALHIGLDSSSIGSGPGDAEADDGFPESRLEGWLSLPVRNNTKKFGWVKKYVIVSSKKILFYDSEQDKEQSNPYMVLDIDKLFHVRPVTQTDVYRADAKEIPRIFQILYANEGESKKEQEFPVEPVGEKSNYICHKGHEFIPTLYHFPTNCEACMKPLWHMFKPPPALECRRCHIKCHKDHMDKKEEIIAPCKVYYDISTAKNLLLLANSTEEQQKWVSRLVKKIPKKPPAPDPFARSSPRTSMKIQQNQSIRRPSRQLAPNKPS
# NADH enzymes – inhibitors of PK/LDH coupling enzymes, profiling panel, artefact control, biochemical, MLSMR library. coupled PK/LDH NADH assays, four targets. 65,000 tested, 0.02% active. IC50, µM (top dose mostly 10 µM), for inactives: top-dose inhibition;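 active means single-dose screening hits from any of four coupled enzyme assays that gave an IC50 when retested across doses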;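 further: the DPM-DC format reads NADH fluorescence rather than 340 nm absorbance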
# Numbers without * were called inactive; / = not tested or not shown; [ ] = another dose, or the depositor's remark. This is a subset; the hit share may differ from the screen's.
# Screens in order: Autofluor 339	JNK3 inh	PKA kinase inh	MMP-13 inhibitor	A340 absorber	HEK293 NFkB inh	tolC growth inh	ROCK2 blocker	NADH enzymes
> CCOC(=O)C1=C(C)NC(=O)NC1c1ccc2c(c1)OCCO2 (stereo unspecified)
  1.1	6	16	2	1	18	7	1	6%
> COc1ccc(NC(=O)CCCNS(=O)(=O)c2cccs2)cc1
  1.1	/	-3	0	1	8	-11	/	3%
> O=C(OCCNC(=O)c1ccc2ccccc2n1)c1cccnc1
  1.1	/	/	/	1	/	-10	/	1%
> CCn1c(Cc2ccccc2)nnc1SCC(=O)Nc1ccc2c(c1)OCO2
  1.1	-1	0	5	1	-15	0	-1	2%
> c1ccc(-c2nnc(SCc3cn4ccsc4n3)o2)cc1
  1.1	7	8	-4	1	9	31	7	7%
> O=c1cc(-c2ccc(Cl)c(Cl)c2)[nH][nH]1
  1.1	-5	8	1	1	18	19	4	2%
> O=C(CNS(=O)(=O)c1ccccc1)NCc1ccccn1
  1	-4	-2	-2	0.99	0	-12	-1	3%
> O=C(CN1C2=NCCN2c2ccccc21)C12CC3CC(CC(C3)C1)C2
  1.1	5	2	-2	1	-5	37	10	4%
> CCOC(=O)c1c(NC(=O)c2cc(C3CC3)on2)sc(C(C)=O)c1C
  1.2	-2	6	-6	1.1	14	11	0	0%
> CC(=O)Oc1ccc2oc3c(c2c1)C(=O)CCC3
  1.1	5	-6	7	1	9	-12	-1	7%
> COc1ccc(CCNC(=O)CSc2nc(N)c3c(C)c(C)oc3n2)cc1OC
  1.1	-6	4	-1	1	8	-2	4	5%
> Nc1cccc(-n2nncc2-c2ccc(Cl)cc2)c1
  1.1	/	9	9	0.98	9	3	/	3%
> Cc1ccc(CSC2=Nc3ccccc3C3=NC(CC(=O)NCc4ccco4)C(=O)N23)cc1 (stereo unspecified)
  1.8	2	11	-8	1	30	13	6	8%
> O=C(CCCC(=O)N(CC(=O)NC1CCCC1)Cc1ccc(F)cc1)Nc1ccccn1
  1.1	4	3	3	1	12	-4	4	2%
> CCOc1ccc(S(=O)(=O)n2ccnc2)c2ccccc12
  1	-6	-1	1	1	10	4	-3	7%
> CCOC(=O)Cn1nc(-c2ccc(Cl)cc2)cc1N
  1	/	5	9	0.98	12	-1	/	2%
> CC1CCc2nc(N)c(C#N)c(-c3cccnc3)c2C1 (stereo unspecified)
  2	/	/	/	1.1	/	-1	/	9%
> CCOC(=O)CSc1nc(C)c(C(=O)OCC)s1
  1	-2	1	4	0.99	8	7	12	2%
> Cc1cc(=O)[nH]c(=S)[nH]1
  1.1	/	/	/	1	/	-13	/	0%
> CCNc1ccc(S(=O)(=O)C(F)(F)F)cc1NC(=O)C12CCC(CC1)C2
  1.1	1	-3	0	1	12	-4	2	2%
> Cn1c(=O)[nH]c(=O)c2c1nc(N1CCOCC1)n2CC(O)COc1ccc2ccccc2c1 (stereo unspecified)
  1	2	2	0	0.99	4	1	4	3%
> O=C(NCCN1C(=O)CCC1=O)c1ccncc1
  1.1	-4	9	0	0.99	19	-17	5	5%
> CCc1nnc(N2CCN(c3ncnc4c3oc3ccccc34)CC2)s1
  1.1	5	3	6	1.1	5	32	10	10%
> NC(=O)COC(=O)c1cc(S(=O)(=O)N2CCOCC2)ccc1N1CCCCC1
  1	3	7	-7	1	12	-4	5	5%
> Cc1ccc(-c2nc(N)n(C(=O)Cc3ccccc3)n2)cc1
  1.1	-3	3	-3	1.1	11	-4	2	5%
> CCOC(=O)c1cc(C(=O)OCC)cc(-n2c(C)cc(C(=O)CN3CCOCC3)c2C)c1
  1.1	11	5	-5	1	9	2	-6	4%
> C=CCNc1nc2c(c(=O)[nH]c(=O)n2C)n1CCCCC
  0.91	-3	8	-2	1	4	-6	6	4%
> O=S(=O)(c1cnc[nH]1)N1CCc2ccccc21
  1	3	-3	3	0.99	16	14	-1	4%
> Cc1ccc(-c2cc(-c3ccc(F)cc3)nc(N)c2C#N)o1
  3.7*	6	3	-354[fluorescence artefact?]	1.1	4	4	2	9%[fluoresces]
> Cn1nc(CC(=O)Nc2ncc(Br)s2)c2ccccc2c1=O
  1.1	/	3	0	1	3	6	/	8%

# Given with bars between the fields: part of the list above.
mol | Autofluor 339 | JNK3 inh | PKA kinase inh | MMP-13 inhibitor | A340 absorber | HEK293 NFkB inh | tolC growth inh | ROCK2 blocker | NADH enzymes
CCOC(=O)Cn1nc(-c2ccc(Cl)cc2)cc1N | 1 | / | 5 | 9 | 0.98 | 12 | -1 | / | 2%
CCNc1ccc(S(=O)(=O)C(F)(F)F)cc1NC(=O)C12CCC(CC1)C2 | 1.1 | 1 | -3 | 0 | 1 | 12 | -4 | 2 | 2%
CCOC(=O)c1cc(C(=O)OCC)cc(-n2c(C)cc(C(=O)CN3CCOCC3)c2C)c1 | 1.1 | 11 | 5 | -5 | 1 | 9 | 2 | -6 | 4%

# Some of the entries above in another layout.
SMILES | Autofluor 339 | JNK3 inh | PKA kinase inh | MMP-13 inhibitor | A340 absorber | HEK293 NFkB inh | tolC growth inh | ROCK2 blocker | NADH enzymes
Cc1ccc(-c2cc(-c3ccc(F)cc3)nc(N)c2C#N)o1 | 3.7* | 6 | 3 | -354[fluorescence artefact?] | 1.1 | 4 | 4 | 2 | 9%[fluoresces]
CCOC(=O)c1cc(C(=O)OCC)cc(-n2c(C)cc(C(=O)CN3CCOCC3)c2C)c1 | 1.1 | 11 | 5 | -5 | 1 | 9 | 2 | -6 | 4%
CCOC(=O)CSc1nc(C)c(C(=O)OCC)s1 | 1 | -2 | 1 | 4 | 0.99 | 8 | 7 | 12 | 2%
CCc1nnc(N2CCN(c3ncnc4c3oc3ccccc34)CC2)s1 | 1.1 | 5 | 3 | 6 | 1.1 | 5 | 32 | 10 | 10%
Cn1nc(CC(=O)Nc2ncc(Br)s2)c2ccccc2c1=O | 1.1 | / | 3 | 0 | 1 | 3 | 6 | / | 8%

# The list goes on:
# Short forms – A = Autofluor 339; B = JNK3 inh; C = PKA kinase inh; D = MMP-13 inhibitor; E = A340 absorber; F = HEK293 NFkB inh; G = tolC growth inh; H = ROCK2 blocker; I = NADH enzymes
smiles: CCn1c(COc2ccc(C)cc2)nnc1SCC(=O)Nc1cc(OC)ccc1OC
  A = 1.1 | B = -2 | C = -6 | D = 0 | E = 1 | F = 14 | G = 22 | H = 6 | I = 7%

smiles: COc1ccc2ccc(Oc3ncccn3)cc2c1
  A = 1.1 | B = 5 | C = -2 | D = -1 | E = 1 | F = 14 | G = -10 | H = -1 | I = 0%

smiles: COc1cccc(CNC(=O)C2CCN(S(=O)(=O)N3CC(C)CC(C)C3)CC2)c1 (stereo unspecified)
  A = 1 | B = 0 | C = 0 | D = -4 | E = 1 | F = 7 | G = -12 | H = -1 | I = 8%

smiles: CCC(=O)N1CCN(c2cc3c(cc2F)c(=O)c(C(=O)O)cn3CC)CC1
  A = 4.8* | B = 9 | C = 2 | D = -18 | E = 1.1 | F = -7 | G = 100* | H = 4 | I = 3%[fluoresces]

smiles: c1ccc(SCc2nc(-c3ccncc3)no2)cc1
  A = 1 | B = -4 | C = 5 | D = 5 | E = 1 | F = -6 | G = -5 | H = 5 | I = 2%

smiles: COC(=O)CS(=O)(=O)c1cc(Br)cc2c1N(C(C)=O)CC2
  A = 1.1 | B = 9 | C = 9 | D = -1 | E = 0.96 | F = 6 | G = -3 | H = -2 | I = 7%

smiles: O=C(c1c(Cl)nc2sccn12)N1CCN(c2cccc(Cl)c2)CC1
  A = 1.1 | B = / | C = -10 | D = 0 | E = 1.1 | F = 39 | G = 35 | H = / | I = 3%

smiles: CN1C(=O)SC(Nc2ccccc2C(=O)O)C1=O (stereo unspecified)
  A = 1.4 | B = 0 | C = 6 | D = 0 | E = 1 | F = 2 | G = -8 | H = 0 | I = 2%

smiles: C=CCn1c(SC(CCO)C(=O)NCc2ccco2)nc2sc3c(c2c1=O)CCC3 (stereo unspecified)
  A = 1.1 | B = / | C = 6 | D = -4 | E = 1.1 | F = 3 | G = 6 | H = / | I = 2%

smiles: Cc1cc(=O)n2[nH]c(-c3ccccc3)cc2n1
  A = 1.4 | B = 4 | C = 5 | D = -25 | E = 1 | F = 1 | G = -14 | H = 9 | I = 3%

smiles: COc1ccc(OC)c2[nH]c(=O)c(CCNC(C)=O)cc12
  A = 1.2 | B = 8 | C = -8 | D = 5 | E = 1.1 | F = 2 | G = -4 | H = -1 | I = 1%

smiles: Cc1c(NC(=O)c2ccc(Br)o2)c(=O)n(-c2ccccc2)n1C
  A = 1 | B = -5 | C = 5 | D = 4 | E = 0.97 | F = 12 | G = -9 | H = 2 | I = 2%

smiles: COCCNC(=O)CN(C(=O)CCC(=O)Nc1ccccn1)c1ccc(F)c(Cl)c1
  A = 1.1 | B = -6 | C = 6 | D = 2 | E = 0.99 | F = 5 | G = -6 | H = 4 | I = 5%

smiles: CCN(CC)CCNC(=O)c1ccc(N2CCCCC2)c(NS(=O)(=O)c2ccc(C)cc2)c1
  A = 1.3 | B = -7 | C = 0 | D = -3 | E = 0.98 | F = 16 | G = 9 | H = -1 | I = 4%

smiles: O=C1SC(c2ccccc2)=N/C1=C/c1ccco1
  A = 1.1 | B = 3 | C = -1 | D = 6 | E = 1 | F = 18 | G = -21 | H = 2 | I = 4%

smiles: CC1CCC(N2CCN(S(C)(=O)=O)CC2)CC1 (stereo unspecified)
  A = 1.1 | B = 5 | C = 0 | D = -2 | E = 1 | F = 2 | G = -10 | H = -1 | I = 13%

smiles: CCCN1Cc2cccc(C(=O)NC3CCCC3)c2C1=O
  A = 1 | B = 10 | C = -4 | D = 4 | E = 0.98 | F = 24 | G = -13 | H = 0 | I = 4%

smiles: CCCCNCCOCCOc1ccc(F)cc1
  A = 1.1 | B = 1 | C = 0 | D = 1 | E = 1.1 | F = 16 | G = -6 | H = 2 | I = 12%

smiles: O=C1[C@@H]2CSCN2C(=O)CN1CCc1cccc(F)c1
  A = 0.95 | B = -1 | C = 6 | D = 0 | E = 1 | F = 4 | G = -20 | H = 6 | I = 10%

smiles: O=S(=O)(c1cccc(-c2nnc(-c3cccnc3)o2)c1)N1CCCCC1
  A = 1.1 | B = 0 | C = 7 | D = 3 | E = 1.1 | F = 12 | G = -4 | H = 2 | I = 1%

smiles: CN1CCN(/C=C2\SC(=S)NC2=O)CC1
  A = 1 | B = 1 | C = -8 | D = 4 | E = 1 | F = 13 | G = / | H = -5 | I = 6%

smiles: N=c1c(C(=O)NCc2ccccc2)cc2c(=O)n3ccccc3nc2n1CCCN1CCOCC1
  A = 3.7* | B = -3 | C = 11 | D = -174[fluorescence artefact?] | E = 1 | F = 6 | G = -10 | H = 3 | I = 7%[fluoresces]
